High-throughput results as filed in PubChem.
PLCg1 inh = PLC-gamma1 (human) inhibition, primary screen. P19174. purified PLC-gamma1, fluorogenic substrate, fluorescence. inhibition, % at 12.2 µM. actives 0.84% (n = 370,000). AID 720700; in the data active = inhibition above about 9.5%
DDE Tn6 FP inh = inhibitors of Tn6 peptide binding to human fibrin DD(E). P02675. Fibrin DD(E) TRITC-Tn6 fluorescence polarization displacement. inhibition, % at 8.3 µM. actives 0.21% (n = 370,000). AID 720509;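 active = inhibition above a per-campaign cutoff: mean of compounds within control limits plus 3 SD, cut at about 15% in these data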;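 also: 0% = median of all compound wells on the plate and 100% = blocking peptide control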
PLC-beta3 inh = inhibitors of human phospholipase C beta3. Purified PLC-beta3, fluorogenic substrate, fluorescence. inhibition, % at 12.2 µM. actives 0.18% (n = 370,000); in the data active = inhibition above about 11%;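 also: 0% = median of compound wells on plate and 100% = full blocker control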
DDE Tn7 FP inh = inhibitors of Tn7 peptide binding to human fibrin DD(E). P02675. FP displacement of FITC-Tn7 peptide from fibrin DD(E); 0% = median of compound wells per plate. inhibition, % at 8.3 µM. actives 0.13% (n = 370,000). AID 720508;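 active = inhibition above the mean of compounds falling within the control limits plus 3 SD of them, cut at about 14% in these data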;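 also: 0% = plate median of compound wells and 100% = 10 µM Aha-Tn7 peptide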
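Measure: % inhibition scaled between sample-field median and high-control FP; Test system: human fibrin DD(E); Quantity: 2 µM final DD(E) protein; Doses: one dose, 8.3 µM nominal; Schedule: compound with protein 10 min, then 3 h after probe, room temperature; Detection: fluorescence polarization; Medium: Tris buffer with calcium and detergent, pH 7.8.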
NR1D1 modulator = modulates human Rev-erb alpha binding to DNA | P20393 | Rev-erbα–FITC-DNA binding, fluorescence polarization, 90 min | activity, % at 10 µM | actives 0.79% (n = 370,000);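 active = activity above about 14%, limit read from the data; passing the limit was not always enough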;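 also: 0% = DMSO wells with 35 nM protein and 100% = DMSO wells with 750 nM protein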
UHRF1 MBD2 ctr = human UHRF1 methylated DNA binding inhibitors; inhibition, % at 4.4 µM; AID 687016; UHRF1 binding to methylated oligo, TR-FRET; actives 0.75% (n = 370,000); in the data active = inhibition above about 21%;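 also: UHRF1 SRA domain binding a hemimethylated CpG hairpin DNA probe; 0% = median of test compound wells and 100% = reference inhibitor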
Target sequence (Q96T88 whole entry, looked up, the tested form may be a part): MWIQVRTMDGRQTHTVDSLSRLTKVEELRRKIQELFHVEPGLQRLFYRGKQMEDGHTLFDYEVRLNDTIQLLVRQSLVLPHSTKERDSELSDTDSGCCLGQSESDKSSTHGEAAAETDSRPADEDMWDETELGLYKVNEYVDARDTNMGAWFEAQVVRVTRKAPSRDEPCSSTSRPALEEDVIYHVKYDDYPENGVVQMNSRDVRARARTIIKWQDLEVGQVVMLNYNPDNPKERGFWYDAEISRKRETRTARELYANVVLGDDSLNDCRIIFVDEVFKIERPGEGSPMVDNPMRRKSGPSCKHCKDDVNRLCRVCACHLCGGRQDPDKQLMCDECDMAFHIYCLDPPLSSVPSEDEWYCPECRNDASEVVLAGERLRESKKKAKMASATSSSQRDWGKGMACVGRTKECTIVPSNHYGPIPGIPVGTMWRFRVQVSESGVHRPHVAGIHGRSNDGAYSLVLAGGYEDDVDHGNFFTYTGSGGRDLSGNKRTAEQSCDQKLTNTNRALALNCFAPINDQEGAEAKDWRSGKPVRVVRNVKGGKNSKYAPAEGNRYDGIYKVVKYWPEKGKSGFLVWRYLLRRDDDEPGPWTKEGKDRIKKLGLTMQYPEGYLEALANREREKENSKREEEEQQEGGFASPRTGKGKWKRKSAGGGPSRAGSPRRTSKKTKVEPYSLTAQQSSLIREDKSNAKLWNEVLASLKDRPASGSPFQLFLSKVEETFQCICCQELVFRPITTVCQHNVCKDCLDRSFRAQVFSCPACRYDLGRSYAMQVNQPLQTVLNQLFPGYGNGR
sPLA2-III inh = Inhibits HGIII-sPLA2 liposome hydrolysis, primary screen. actives 0.56% (n = 370,000). QFRET BODIPY PC-A2 liposome hydrolysis, fluorescence. AID 743126. Q9NZ20. inhibition, % at 12.2 µM;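 active = inhibition above mean plus 3 SD of compounds lying within the high and low control bounds, cut at about 19% in these data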;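 also: 0% = median of test compound wells and 100% = no enzyme DMSO wells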
proKLK7 act = activators of human kallikrein-7 zymogen | activation, % at 7 µM | AID 652039 | actives 0.9% (n = 370,000) | purified proKLK7, EDANS-DABCYL substrate fluorescence; 100% is mature enzyme control, 0% vehicle | P49862;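 active = activation above the mean of all tested compounds plus 3 SD, computed per campaign excluding outliers beyond control limits, cut at about 13% in these data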
Target sequence (P49862 whole entry, looked up): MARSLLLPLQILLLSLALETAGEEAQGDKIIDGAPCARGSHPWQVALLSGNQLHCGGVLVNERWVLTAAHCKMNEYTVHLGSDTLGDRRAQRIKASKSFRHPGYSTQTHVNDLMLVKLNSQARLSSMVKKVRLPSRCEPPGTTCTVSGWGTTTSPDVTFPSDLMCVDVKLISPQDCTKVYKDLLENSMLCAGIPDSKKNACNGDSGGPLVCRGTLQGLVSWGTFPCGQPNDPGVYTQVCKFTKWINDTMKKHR
ARFGAP1 inhibitor = rat ARFGAP1 inhibition; Arfgap1-stimulated ARF1 GTP hydrolysis, GDP FP detection; actives 0.26% (n = 360,000); inhibition, % at 16.5 µM; AID 651572; Q62848;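 active = inhibition above a per-plate limit, mean inhibition of low control wells plus 3 SD, cut at about 25% in these data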;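 also: 0% = DMSO wells with enzyme and 100% = wells lacking Arfgap1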
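system = rat Arfgap1 catalytic domain, aa 1-136 | technique = FP, GDP Alexa 633 tracer displaced from anti-GDP antibody, 620/688 nm | compound = one concentration, 16.5 µM, DMSO 1.26% | medium = HEPES-based buffer, pH 7.5 | timing = compound-enzyme preincubation 20 min, reaction 120 min, detection 60 min, 25 °C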
ASAP1 inh = inhibitors of human ASAP1 ArfGAP activity | Q9ULH1 | ASAP1-stimulated ARF1 GTP hydrolysis, GDP FP detection | inhibition, % at 16.5 µM | actives 0.19% (n = 360,000) | AID 624377; in the data active = inhibition above about 25%;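 also: 0% = vehicle with enzyme and substrate and 100% = no enzyme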
* = called active by the depositor; nt = not tested or not shown; & = joins results of further samples.

PLCg1 inh	DDE Tn6 FP inh	PLC-beta3 inh	DDE Tn7 FP inh	NR1D1 modulator	UHRF1 MBD2 ctr	sPLA2-III inh	proKLK7 act	ARFGAP1 inhibitor	ASAP1 inh	Molecule
-2.0	5.0	-5.5	-0.6	-1.8	-4.6	4.6	0.2	2.1	-2.0	CCOC(=O)C(Sc1nnc2c3ccccc3n(CC)c2n1)C(=O)OCC
-0.5	-2.5	-3.2	2.0	-3.5	-0.8	0.1	-0.1	5.2	-11.4	CCOC(=O)C1CCN(S(=O)(=O)c2ccc3c(c2)N(C(C)=O)CCO3)CC1
1.1	-0.1	-9.4	-3.3	-4.9	0.6	2.5	-0.4	0.3	-2.8	COc1cccc(CN(C)C(=O)CC2C(=O)NCCN2C2Cc3ccccc3C2)c1 (centres undefined)
0.1	4.5	1.2	0.2	-1.5	6.7	2.2	0.3	-2.9	-8.9	Cc1nn(C2CCCO2)c(=O)nc1N (centres undefined)
3.5	1.8	-1.4	-1.8	-3.0	0.8	-15.6	0.0	6.3	2.1	N#CNC(=Nc1cccc(C(F)(F)F)c1)SCc1ccc(C(=O)O)cc1
0.7	2.1	-2.1	-0.4	-6.6	2.4	5.0	0.3	-3.3	15.3	CCC1(CC)C(=O)N(C)C(=O)NC1=NCc1ccccc1
-0.9	-6.6	3.8	6.1	2.3	1.2	8.7	-0.3	2.9	8.0	COc1ccc(C(=O)Nn2cnnc2)cc1
-5.0	8.1	-5.1	-6.7	1.4	-2.4	-0.2	0.7	12.6	6.5	N#CCSc1ccc(S(=O)(=O)N2CCOCC2)cn1
-2.4	-0.5	-5.9	1.8	3.9	1.2	7.0	-0.4	-0.3	-1.2	CN(C)c1ccc(CN(CC2CCCO2)C(=O)c2cccs2)cc1 (centres undefined)
2.6	9.2	1.6	-2.0	-2.1	-1.9	-2.9	0.0	11.4	14.8	CC(O)(c1ccc(F)c(F)c1)c1nc(-c2ccc(Cl)cc2)cs1 (centres undefined)
0.2	0.6	4.3	-5.0	-0.5	-2.8	5.1	-0.2	1.1	4.4	CC[C@]12c3[nH]c4ccc(OC)cc4c3CCN1C(=O)C(CC(=O)NC(C)(C)C)C[C@@H]2C(=O)N1CCN(C(=O)c2ccco2)CC1 (some centres undefined)
2.5	2.4	2.8	-5.0	4.3	-1.6	-0.1	0.7	-1.0	-9.4	CCCNC(=O)c1nc(C)n(-c2ccc([N+](=O)[O-])cc2)n1
-2.5	3.1	-8.5	1.7	-3.5	-2.6	-38.4	-0.1	-2.1	1.5	CCOc1cccc(-c2c(C(=O)N/N=C/c3c(F)cccc3Cl)nnn2-c2nonc2N)c1
-5.2	2.1	-10.7	9.2	5.1	-0.5	3.8	0.0	4.1	-6.2	O=C(/C=C/c1ccc2c(c1)OCCO2)N1CCN(c2ccc(F)cc2)CC1
1.5	4.0	-6.8	-0.8	5.3	-1.7	-6.1	-0.8	5.4	14.1	CCCOc1ccc(-c2nnn(CC(=O)N3CCCCC3)n2)cc1

Brought forward from above: two entries; new compounds follow.
PLCg1 inh	DDE Tn6 FP inh	PLC-beta3 inh	DDE Tn7 FP inh	NR1D1 modulator	UHRF1 MBD2 ctr	sPLA2-III inh	proKLK7 act	ARFGAP1 inhibitor	ASAP1 inh	Molecule
-5.2	2.1	-10.7	9.2	5.1	-0.5	3.8	0.0	4.1	-6.2	O=C(/C=C/c1ccc2c(c1)OCCO2)N1CCN(c2ccc(F)cc2)CC1
1.5	4.0	-6.8	-0.8	5.3	-1.7	-6.1	-0.8	5.4	14.1	CCCOc1ccc(-c2nnn(CC(=O)N3CCCCC3)n2)cc1
-2.2	1.8	-4.8	4.1	-3.9	4.5	2.5	0.2	7.5	8.2	CCOc1ccc(CC(=O)NNC(=S)Nc2ccc(OC)c(OC)c2)cc1
-1.3	4.9	0.5	-7.4	1.5	-1.5	4.2	-0.3	4.5	13.2	COC(=O)C[C@H]1CC[C@@H](NS(=O)(=O)c2ccc(C)cc2)[C@@H](CO)O1
-2.3	1.7	-6.7	-1.4	6.7	-2.5	2.0	-0.7	-3.5	-16.4	O=C(Cn1ccc2ccccc2c1=O)NCCC(=O)Nc1ccc(F)cc1F
-0.7	-1.7	-2.1	-0.9	-2.7&-0.3	-0.1	12.1	-0.6	-7.7	5.2	COC(=O)CCC(=O)CN
3.5	6.7	8.0	-6.1	26.0*	0.1	-1.9	0.3	3.8	6.5	C=C(C)CSc1nc(N)c2c(C)c(C)sc2n1
4.1	6.9	7.6	-5.3	-5.3	11.6	7.7	0.7	12.2	-1.6	CCOc1cc(N2CCOCC2)c(OCC)cc1NC(=O)CN1C(=O)NC(Cc2ccccc2)C1=O (centres undefined)
-2.6	-0.4	-9.3	-2.2	0.9	1.9	-40.1	-0.1	3.5	1.0	CCC1CCCCN1C(=O)c1ccc2nc(Cc3ccc(OC)cc3)oc2c1 (centres undefined)
1.1	-5.2	-8.8	6.3	-0.1	5.7	3.7	-0.3	3.3	-20.3	CSCCC(NC(=O)c1ccccc1)C(=O)N(C)CC(=O)Nc1ccc(N2CCOCC2)cc1 (centres undefined)
-51.0	-4.0	-65.3	-5.4	-15.8	16.5	-2.3	0.4	-2.1	-3.6	Cc1cccc(NC(=O)CNC(=O)CCc2nc3sc4c(c3c(=O)[nH]2)CCCC4)c1C
-27.4	-2.7	-34.0	-2.0	0.7	2.6	-23.1	-0.8	5.6	4.6	Cc1cccc(NS(=O)(=O)c2nnc(NC(=O)c3ccc(Cl)cc3)s2)c1
2.3	2.0	3.6	-0.5	-0.3	-2.2	-12.2	0.0	nt	nt	CCOC(=O)N1CCN(C(=O)C[C@H]2C[C@@]3(C(=O)OC)C(=C[C@H](C(C)(C)C)O[C@@H]3C)N(Cc3cccc4ccccc34)C2=O)CC1
-0.4	1.8	-0.9	-3.3	-1.3	4.6	11.2	0.1	13.5	-12.1	CC(C)Cc1nnc(NS(=O)(=O)Cc2ccccc2)s1
0.4	9.9	-0.4	9.4	6.6	-2.6	10.8	nt	nt	nt	O=C(CNC(=O)c1ccccc1)OC(C(=O)Nc1cc([N+](=O)[O-])ccc1F)c1ccccc1 (centres undefined)
0.1	-2.0	4.2	1.0	-0.9	-2.8	-2.9	-0.2	-4.8	-11.0	COc1ccc(OC)c(N(CC(=O)Nc2ccccc2)S(C)(=O)=O)c1
-1.7	1.0	-0.8	-0.5	8.1	-2.2	-30.6	0.3	7.5	3.4	O=C(C1=C[C@@H](c2ccc(Br)cc2)C[C@@H](OCCCCO)O1)N1CCN(Cc2ccc3c(c2)OCO3)CC1
-114.7	1.1	-156.2	3.5	-0.5	-2.0	-11.3	5.2	5.0	-11.7	CN(C)Cc1c(O)ccc2c(=O)c(-c3ccccc3)c(C(F)(F)F)oc12
2.0	-4.0	-3.7	-4.9	6.8	-2.3	-3.7	-0.4	-2.3	-6.0	Cc1ccc(-c2nnn(CC(=O)N(CC(=O)NC3CCCC3)c3cccc(F)c3)n2)o1
-2.5	0.7	-5.9	2.6	-1.4	-1.0	5.8	0.3	14.1	-3.9	CN(C)CCN(C(=O)C1CCN(S(=O)(=O)c2cccs2)CC1)c1nc2ccc(F)cc2s1
1.2	-3.3	-1.4	6.5	-4.4	-2.5	1.6	0.1	6.6	5.9	Fc1cccc(Cl)c1Cn1nnc2c(N3CCC4(CC3)OCCO4)ncnc21
2.4	-2.4	-1.3	-2.0	-2.5	2.2	10.4	-0.7	18.1	4.0	CC1CN(C(=O)CCC(=O)NCCc2ccccc2)c2ccccc2O1 (centres undefined)
-1.4	-0.7	-2.6	-8.1	2.7	1.7	-0.9	-0.3	-5.2	-6.2	CN1C2CCC1CC(NC(=O)c1cc(S(=O)(=O)N(C)C)c(Cl)cc1Cl)C2 (centres undefined)
3.8	3.5	-2.5	-7.6	-6.2	0.1	3.7	-0.2	0.2	13.3	Cc1cc(C)cc(N(CC(=O)NC2CCCC2)C(=O)CCC(=O)Nc2cc(C)on2)c1
2.9	1.5	-5.8	1.6	1.5	-0.7	5.6	-0.3	0.6	6.5	O=C(CSc1ccc(F)cc1)NC12CC3CC(CC(C3)C1)C2
-1.2	-6.3	-1.7	-0.8	4.9	1.2	5.1	0.6	-8.4	5.4	COC(=O)[C@]1(C)N[C@H](CN(C)C(=O)NC(C)C)[C@@H]2C(=O)N(C)C(=O)[C@@H]21
3.4	-4.5	1.4	-8.3	3.6	0.2	-12.7	-0.5	2.2	3.2	CCCSc1nc(=S)n(Cc2ccccc2)c(C)c1C(C)=O
-5.5	-3.7	-10.4	-0.6	0.8	15.3	-3.4	-0.7	-0.7	-3.8	CCCC#C/C(CCC)=C1\c2ccccc2C(=O)N1c1ccccc1
-202.9	-3.9	-239.7	-0.5	-1.3	-3.4	-5.7	-0.1	-2.4	-8.9	CC(Oc1ccc(Cl)cc1Cl)c1ccnc2nc(N3CCOCC3)nn12 (centres undefined)
1.6	-7.6	1.5	-6.8	-3.7	0.9	-0.9	-0.1	0.2	1.9	CCOC(=O)N1CCN(C(=O)CSc2nc3c(cnn3-c3ccc(Cl)cc3)c(=O)[nH]2)CC1
-220.8	-7.9	-317.3	1.5	-5.7	1.0	4.5	-2.1	6.9	16.7	CCOC(=O)N1CCN(C(=O)c2ccc3nc4cc(Cl)ccc4c(=O)n3c2)CC1
1.3	4.8	1.7	-3.5	4.9	6.2	-3.8	-1.1	-5.8	2.1	COC(=O)c1c(C)[nH]c(C(=O)C(C)Sc2nnc(-c3cc(OC)c(OC)c(OC)c3)o2)c1C (centres undefined)

A few values from the list:
CCOC(=O)N1CCN(C(=O)CSc2nc3c(cnn3-c3ccc(Cl)cc3)c(=O)[nH]2)CC1 @ DDE Tn6 FP inh: -7.6
CC(Oc1ccc(Cl)cc1Cl)c1ccnc2nc(N3CCOCC3)nn12 (centres undefined) @ DDE Tn6 FP inh: -3.9
COC(=O)[C@]1(C)N[C@H](CN(C)C(=O)NC(C)C)[C@@H]2C(=O)N(C)C(=O)[C@@H]21 @ ARFGAP1 inhibitor: -8.4

Continuation.
PLCg1 inh	DDE Tn6 FP inh	PLC-beta3 inh	DDE Tn7 FP inh	NR1D1 modulator	UHRF1 MBD2 ctr	sPLA2-III inh	proKLK7 act	ARFGAP1 inhibitor	ASAP1 inh	Molecule
-9.2	-0.4	-16.2	-0.7	3.5	-2.3	-0.6	0.1	5.9	16.8	COc1ccc(/C=C/C(=O)NNc2c(F)c(F)cc(F)c2F)cc1OC
3.0	-4.5	-2.4	-5.1	-7.8	-2.4	-2.3	-0.2	-3.7	-3.8	CN1CCN(CCCNC(=S)Nc2ccc(F)c(Cl)c2)CC1
4.1	3.2	4.2	5.6	3.8	-3.1	-9.7	-0.1	-10.5	13.3	CC(C)(C)N(NC(=O)Nc1ccc(Cl)c(Cl)c1)C(=O)c1ccccc1
-9.7	-3.6	-19.1	-13.7	8.5	-16.6	-4.3	0.9	16.8	18.2	CCN(CC)c1ccc(/C=C(\C#N)C(N)=O)cc1
3.1	-6.3	-2.5	-5.1	-11.2	0.5	5.4	-0.4	3.5	0.1	c1ccc(OCCOCCOc2ccccc2)cc1
